TROY NFkB inh = TROY signaling inhibition; Q293 LMP1-TROYcd NF-kB luciferase reporter, 4 h; inhibition, % at 10 µM; 360,000 compounds, 0.98% hits;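 active means compounds whose plate-normalised and pattern-corrected inhibition of the luciferase reporter signal at the single screening dose is 50% or more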
SRC1 inh = human NCOA1 inhibition; Q15788; HEK293 GAL4-SRC1 luciferase reporter, luminescence; inhibition, % at 3.6 µM; 360,000 compounds, 0.12% hits; AID 588354;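 active means inhibition above the campaign mean plus 3 SD, with each screening campaign given its own cutoff, cut at about 60% in these data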;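 further: 0% = DMSO treated cells and 100% = gossypol at 36 µM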
Target sequence (Q15788 whole entry, looked up, the tested form may be a part): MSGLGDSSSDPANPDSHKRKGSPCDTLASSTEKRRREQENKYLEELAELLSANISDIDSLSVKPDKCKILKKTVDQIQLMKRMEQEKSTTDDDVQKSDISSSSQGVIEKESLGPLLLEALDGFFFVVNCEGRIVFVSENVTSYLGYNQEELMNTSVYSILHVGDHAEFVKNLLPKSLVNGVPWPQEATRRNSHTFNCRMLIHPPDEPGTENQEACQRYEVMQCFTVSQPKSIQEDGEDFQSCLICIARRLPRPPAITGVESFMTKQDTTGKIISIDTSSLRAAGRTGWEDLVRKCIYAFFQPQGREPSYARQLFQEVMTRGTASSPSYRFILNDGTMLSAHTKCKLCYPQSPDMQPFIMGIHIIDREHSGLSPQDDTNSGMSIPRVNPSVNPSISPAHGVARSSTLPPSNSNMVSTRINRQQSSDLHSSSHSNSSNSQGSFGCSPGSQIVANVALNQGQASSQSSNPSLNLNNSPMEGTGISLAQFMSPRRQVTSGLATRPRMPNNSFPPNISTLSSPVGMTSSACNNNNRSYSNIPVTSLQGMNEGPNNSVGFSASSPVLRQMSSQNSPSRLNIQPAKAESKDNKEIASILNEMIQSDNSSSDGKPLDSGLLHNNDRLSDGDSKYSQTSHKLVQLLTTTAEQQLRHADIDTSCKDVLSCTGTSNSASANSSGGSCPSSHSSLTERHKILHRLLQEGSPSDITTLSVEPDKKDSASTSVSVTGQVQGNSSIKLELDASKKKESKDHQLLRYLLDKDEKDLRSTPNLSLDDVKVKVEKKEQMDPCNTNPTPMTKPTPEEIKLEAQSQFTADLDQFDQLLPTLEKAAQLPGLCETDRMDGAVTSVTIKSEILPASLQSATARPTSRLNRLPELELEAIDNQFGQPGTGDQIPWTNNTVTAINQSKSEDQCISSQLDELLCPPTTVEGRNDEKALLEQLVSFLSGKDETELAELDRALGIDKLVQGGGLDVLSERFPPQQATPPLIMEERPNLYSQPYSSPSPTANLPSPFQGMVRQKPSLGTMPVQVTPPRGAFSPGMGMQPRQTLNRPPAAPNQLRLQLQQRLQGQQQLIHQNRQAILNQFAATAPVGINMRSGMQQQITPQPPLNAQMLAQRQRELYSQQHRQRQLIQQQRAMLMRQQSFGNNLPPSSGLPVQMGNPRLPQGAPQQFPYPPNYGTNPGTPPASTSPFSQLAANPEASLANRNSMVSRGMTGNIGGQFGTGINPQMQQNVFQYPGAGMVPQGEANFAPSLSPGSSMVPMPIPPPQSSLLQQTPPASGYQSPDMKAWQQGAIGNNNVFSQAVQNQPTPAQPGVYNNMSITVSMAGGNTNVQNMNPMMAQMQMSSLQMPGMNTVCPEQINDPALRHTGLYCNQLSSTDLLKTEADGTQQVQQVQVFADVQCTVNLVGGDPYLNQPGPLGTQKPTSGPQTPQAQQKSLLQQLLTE
LMP1 NFkB inh = Epstein-Barr LMP1 NF-kappaB reporter inhibition; LMP1-induced NF-kappaB luciferase reporter cells, luminescence; inhibition, % at 12.5 µM; 350,000 compounds, 0.69% hits; in the data active means inhibition above about 41%; inconclusive means no clear call, values can overlap the other calls;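 further: 0% = neutral control wells and 100% = reference inhibitor control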
NCOA2 inhibitor = human SRC2 (NCOA2) inhibition | inhibition, % at 9 µM | 370,000 compounds, 0.17% hits | HEK293 GAL4-SRC2 luciferase reporter, luminescence | Q15596;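 active means inhibition above the mean inhibition of all tested compounds plus 3 SD, set per campaign, cut at about 52% in these data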;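 further: 0% = DMSO treated cells and 100% = cells given Gossypol at 36 µM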
Vif imaging = HIV Vif inhibition. HEK293T cells, Vif self-association by quenched fluorescence, imaging, 24 h. AID 602346. 340,000 compounds, 0.35% hits. inhibition, % at 7.49 µM; in the data active means inhibition above about 50%, passing the limit was not always enough; inconclusive means no clear call, values can overlap the other calls; inactive means below about 31%; further: some results filed as inactive read as strong as hits
TLR9-MyD88 inh = blocks human TLR9 binding to MyD88. Q9NR96+Q99836. CHO BLA complementation TLR9-MyD88, CCF4 FRET ratio. 340,000 compounds, 0.21% hits. inhibition, % at 4.98 µM;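 active means inhibition above the mean over all tested compounds plus 3 SD, cut at about 21% in these data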;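 further: 0% = DMSO only wells and 100% = clavulanate BLA inhibitor control wells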
NCOA3 inh = inhibitors of human steroid receptor coactivator 3 (SRC3); HEK293 GAL4-SRC3 luciferase reporter, luminescence; inhibition, % at 3.6 µM; 360,000 compounds, 0.17% hits; AID 588352;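 active means inhibition above a per-campaign cutoff, the mean of all compounds plus 3 SD, cut at about 60% in these data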;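 further: 0% = DMSO-treated cells and 100% = gossypol-treated cells at 36 µM; higher means less SRC3-driven luciferase light from the GAL4 reporter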
TRAIL sens C8 = caspase-8 TRAIL sensitization; NB7+C8 cells + TRAIL, ATPlite viability luminescence; inhibition (viability loss, TRAIL sensitization), % at 10 µM; 360,000 compounds, 1% hits;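 active means compounds causing at least 50% loss of cell viability in the single-dose screen, relative to plate controls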
NR2F2 inh = blocks human COUP-TFII nuclear receptor | inhibition, % at 8.6 µM | P24468 | 370,000 compounds, 0.7% hits | AID 686940 | HEK293T NGFI-A luciferase reporter, luminescence;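 active means inhibition above a per-plate cutoff, mean inhibition of test wells between control levels plus 3 SD, cut at about 38% in these data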;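 further: cells cotransfected with COUP-TFII expression vector driving the NGFI-A reporter; 0% = median of COUP-TF2 test wells and 100% = reporter-only cells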
NR5A2 inv ag = suppresses constitutive activity of human LRH-1 | HEK293T StAR-luciferase reporter, LRH-1 transfected, 24 h | inhibition, % at 3.6 µM | 360,000 compounds, 0.13% hits | AID 602396;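 active means inhibition above the mean inhibition of all tested compounds plus 3 SD, cut at about 73% in these data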;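 further: 0% = DMSO wells and 100% = reporter-only cells lacking LRH-1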
NOD2-RIPK2 inh = blocks binding of human NOD2 to RIPK2; 360,000 compounds, 0.38% hits; CHO BLA complementation NOD2-RIPK2, CCF4 ratio; AID 624267; O43353; inhibition, % at 4.98 µM; in the data active means inhibition above about 21%;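 further: 0% = vehicle only and 100% = reference blocker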
Numbers without * were called inactive; ? = inconclusive; . = not tested or not shown. An excerpt. The share of hits here may be higher or lower than overall.

SMILES | TROY NFkB inh | SRC1 inh | LMP1 NFkB inh | NCOA2 inhibitor | Vif imaging | TLR9-MyD88 inh | NCOA3 inh | TRAIL sens C8 | NR2F2 inh | NR5A2 inv ag | NOD2-RIPK2 inh
O=C(O)c1cc(N2C(=O)CCC2=O)ccc1NCc1cccnc1 | -5 | 5 | -4 | -3 | -3 | -7 | 18 | 0 | -8 | -2 | -2
COc1ccc(NC(=O)NNC(=O)c2ccc3ccccc3c2O)c(OC)c1 | -47 | -17 | 2 | -17 | -9 | 5 | 13 | 0 | -1 | 11 | -5
Cc1cc(C)n(CC(C)NCc2cn[nH]c2-c2ccc(C)c(C)c2)n1 (stereo not drawn) | -2 | -6 | 7 | -1 | -2 | 4 | 19 | 1 | -22 | -6 | 6
Nc1ccc(C(=O)N/N=C\c2cc(N=Nc3cccc4ccccc34)ccc2O)cc1 | -23 | 46 | 60* | 24 | ? | 8 | 61 | -13 | 2 | 17 | -1
Cc1[nH]c2ccccc2c1C=NNC(=O)c1cc(-c2cccnc2)nc2ccccc12 | -5 | -5 | -2 | -19 | -6 | -8 | 10 | 1 | 6 | 15 | 12
CCCC(C(=O)Nc1ccncc1)c1ccccc1 (stereo not drawn) | 5 | 8 | -3 | 21 | . | -18 | 3 | 9 | 8 | 8 | -14
COc1cc(-c2cnc3c(NC(C)=O)cc(-c4cccc(C(=O)NCCO)c4)cn23)cc(OC)c1OC | 6 | 5 | . | -1 | -6 | . | 1 | 4 | -11 | 1 | -16
COc1ccc(N2Cc3cccc(C(=O)N4CCN(C(=O)c5ccco5)CC4)c3C2=O)cc1 | -5 | -4 | -1 | 0 | 0 | -4 | 6 | -6 | -1 | -9 | 11
COc1ccc(C(=O)NNc2cc(C)nc(NNC(=O)c3ccc(OC)cc3)n2)cc1 | 5 | 13 | -9 | -6 | -1 | -6 | -9 | -1 | -3 | 8 | 0
CCOc1ccc(Cn2c(O)cc(=O)[nH]c2=O)cc1 | -14 | -29 | -5 | 5 | -35 | 1 | -12 | -15 | 1 | 0 | 9
COc1ccc(N2CC(C(=O)Nc3ccc(S(=O)(=O)Nc4nc(C)cc(C)n4)cc3)CC2=O)cc1 (stereo not drawn) | -25 | -2 | -5 | -10 | -1 | 5 | 6 | 15 | -4 | -1 | 1
O=[N+]([O-])c1ccc(Nc2cccc3c2[nH]c2c(-c4ccccc4)nccc23)c([N+](=O)[O-])c1 | -18 | -5 | -19 | 21 | -1 | 9 | 3 | -9 | -7 | 25 | 9
Cn1nnnc1SCC(=O)N1CCN(C(=O)c2ccco2)CC1 | 3 | -15 | 0 | 13 | 1 | 1 | 16 | -4 | 2 | 12 | -5
CCOc1[nH]n(-c2ccc(Cl)cc2)c(=O)c1C=Nc1ccc(Cl)cc1 | 15 | -1 | 35 | -25 | -4 | 0 | 11 | -13 | -14 | 0 | 0
O=C(N/N=C/c1cccc(OC(=O)c2cccc(Br)c2)c1)c1cccnc1 | -13 | -10 | -20 | -20 | . | -5 | -11 | 42 | 3 | -6 | 3
O=C(Nc1ccc2oc(-c3cccnc3)nc2c1)c1ccco1 | -4 | -41 | 3 | -41 | 17 | -6 | -27 | 12 | -11 | -80 | 2
CNc1nc(OCC(F)(F)F)nc(N2CCOCC2)n1 | 8 | -7 | -4 | -9 | 10 | -4 | 14 | -4 | 9 | 19 | 5
Clc1ccc(-c2csc(=Nc3cccnc3)n2CCCn2ccnc2)cc1Cl | 46 | 41 | 30 | 57* | -2 | -1 | 46 | 2 | 36 | -26 | 10
C=CCOc1ccc(C(=O)CC)cc1OC | 5 | 7 | 7 | 2 | 14 | -5 | 6 | -9 | 4 | -8 | -7
CC(C)CC1(C)NC(=O)N(Cc2cc([N+](=O)[O-])cc3c2OCOC3)C1=O (stereo not drawn) | -5 | 5 | -5 | 0 | 4 | 2 | -1 | -8 | -1 | 14 | -11
COC(=O)CCC(=O)Nc1ccc2oc3c(c2c1)CCCC3 | 1 | 9 | -2 | 16 | -5 | -2 | 4 | -10 | 2 | 10 | 9
CC(=O)NCC1(c2ccccc2)CCN(CC2COc3ccccc3O2)CC1 (stereo not drawn) | -4 | -6 | . | 19 | 6 | . | -1 | -8 | 6 | -21 | -10
CN(C)S(=O)(=O)c1cc(NC(=O)CN2CCNC(=O)C2)ccc1Cl | 1 | 8 | 0 | -10 | 2 | 2 | 1 | -3 | 3 | -7 | 0
COc1ccccc1Oc1cn[nH]c1-c1ccc(O)cc1O | 20 | 7 | -6 | -10 | -12 | 2 | 6 | -4 | -4 | 11 | -10
NC(=O)c1ccccc1NC(=O)CCN1C(=O)c2ccccc2C1=O | -14 | 0 | 0 | 3 | 3 | 8 | 1 | -34 | -11 | 1 | -6
O=C(Nc1ccc(N2CCCCC2)c(Cl)c1)c1ccc(N2CCOCC2)c([N+](=O)[O-])c1 | 19 | 4 | 5 | 3 | 5 | -3 | 26 | 8 | 10 | 13 | -10
Cc1cc(C)c2cc(C(=O)Nc3ccc(C)c(F)c3)[nH]c2c1 | 16 | -19 | 11 | 12 | -13 | -1 | -5 | 7 | 18 | 15 | 5
CCN(CC)CCNC(=O)C(=O)NCC1OCCN1S(=O)(=O)c1cccs1 (stereo not drawn) | -24 | -20 | 3 | -3 | 3 | 2 | -14 | -11 | 9 | 4 | -11
CC(C)C[C@@H](CN1CCC[C@@H]1CN1C(=S)NC[C@@H]1Cc1ccc(O)cc1)N1C[C@H](Cc2ccccc2)N(CCc2ccccc2)C1=S | 7 | 4 | . | . | 11 | . | 9 | -5 | . | -1 | 5
O=C(Nc1ccc(N=Nc2ccccc2)c(NC(=O)C2CCCO2)c1)C1CCCO1 (stereo not drawn) | 2 | -3 | 0 | 3 | -25 | -4 | 9 | 15 | 22 | 3 | 10
CNS(=O)(=O)c1ccc(N2CCCC2=O)c([N+](=O)[O-])c1 | -13 | -17 | -6 | 4 | . | 9 | 0 | -8 | 8 | 22 | -6
O=C(COC(=O)c1ccc2ncsc2c1)Nc1ccccc1Cl | -15 | -7 | 0 | -33 | 3 | 7 | -2 | -11 | 8 | -12 | -11
Cc1ccc(OCc2nnc(SCC(=O)N3c4ccccc4Sc4ccc(Cl)cc43)o2)cc1 | -12 | 10 | 0 | 9 | 0 | -1 | -1 | 2 | 13 | -10 | -2
CCOc1cccc(C(=O)Nc2nnc(-c3ccco3)s2)c1 | -24 | -88 | 27 | -26 | 11 | -4 | -59 | 13 | -25 | -135 | -3
O=c1[nH][nH]c(=O)c2c1[nH]c(=S)n2Cc1ccccc1 | -1 | 0 | 6 | -19 | 12 | 5 | -16 | 0 | -5 | 13 | -11
COc1ccc(NC2CCCN(C(=O)COc3ccc(C)cc3)C2)cc1 (stereo not drawn) | -8 | 2 | 3 | -9 | 1 | -15 | 22 | 5 | -8 | 13 | -9
CC(NC(=O)CCl)c1ccccc1Br (stereo not drawn) | 8 | -22 | -20 | -10 | 8 | -3 | -16 | -10 | -20 | 43 | -9
Cc1cccc(NC(=O)CN2C(=O)N/C(=C/c3ccc(-c4cccc(C(=O)O)c4C)o3)C2=O)c1 | -36 | 1 | -4 | -17 | 15 | 4 | -7 | -4 | -14 | -1 | -2
CC(C)CC1(C(=O)NCc2ccccn2)C=CCN1C(=O)c1ccccc1 (stereo not drawn) | -24 | -8 | -8 | 4 | -1 | -4 | -29 | 0 | 10 | -2 | 1
O=C1C=C(Nc2ccccc2)CC(c2ccccc2)C1 (stereo not drawn) | 22 | 0 | -5 | -9 | -1 | 0 | 7 | -2 | 9 | -16 | 0
CCn1c(-c2ccc(F)cc2)n[nH]c1=S | 14 | -5 | 6 | 10 | 7 | -10 | -18 | -14 | -9 | 6 | 1
COCCCNC(=S)NNC(=O)c1csc(C)n1 | -11 | 8 | -4 | 19 | 11 | -9 | -12 | -9 | 18 | -7 | -18
CCOC(=O)c1nnn(-c2nonc2-c2ccccc2)c1C | 2 | 4 | 5 | 13 | . | -4 | 7 | 3 | -3 | 6 | -2
O=C1CCCN2N=C(SCC(=O)Nc3cccc(Cl)c3)SC2=N1 | 4 | 10 | 11 | 13 | -20 | -4 | 3 | 14 | 23 | -5 | -14
CCCN1CNc2c(c(=O)[nH]c(=S)n2CCc2ccccc2)C1 | 9 | 9 | -4 | -1 | -2 | 0 | -12 | -17 | 5 | 13 | 0
C=CCSC1=C(C#N)C2(CCCCC2)C(C#N)C(=O)N1 (stereo not drawn) | 6 | -24 | 3 | -8 | 1 | 5 | 0 | 8 | 4 | -4 | 3
CCC(C)(C)n1nnnc1C(c1ccccc1F)N1CCN(C(=O)c2ccco2)CC1 (stereo not drawn) | -2 | -5 | -9 | 11 | 25 | 9 | -18 | -5 | 13 | 29 | -10
Cc1ccc(CN2CCc3c(OCc4ccc(F)cc4)cccc3C2=O)cc1 | 7 | 10 | 37 | 13 | -25 | -11 | 16 | 24 | 22 | 3 | -3
NC(=O)c1ccc(NCCc2ccccc2)c([N+](=O)[O-])c1 | -16 | 9 | 2 | -52 | 1 | 4 | 10 | -1 | 0 | -27 | 3
O=C(NNS(=O)(=O)c1ccccc1[N+](=O)[O-])c1ccccc1[N+](=O)[O-] | 19 | 4 | -8 | 8 | 2 | 8 | 6 | -15 | -12 | 11 | -7
Cc1cc(Cl)ccc1OCCn1cncn1 | 19 | 8 | -1 | 6 | -1 | -10 | 18 | -6 | 1 | -10 | -12
Cc1ccc(NS(=O)(=O)c2ccc(C(=O)OCC(=O)N3CCCCC3)cc2)cc1 | 4 | -2 | 4 | -15 | . | -5 | 3 | -7 | -6 | 3 | -6
CC1CN(c2ccc([N+](=O)[O-])cn2)CC(C)O1 (stereo not drawn) | 22 | -1 | 6 | 8 | -12 | -9 | 10 | 0 | -9 | 13 | 3
Cc1cc(C(=O)COc2ccc([N+](=O)[O-])cc2)c(C)n1C1CC1 | -9 | -31 | -6 | -5 | . | -2 | -17 | -18 | -6 | -16 | 3
O=C(O)c1ccc(NS(=O)(=O)c2ccc(NC(=O)c3ccccc3Cl)cc2)cc1 | -5 | -21 | 5 | -9 | -4 | -2 | -17 | -7 | 3 | 2 | 9
O=C(CN1CCOCC1)Nc1ccc(Br)cc1 | 4 | -11 | -5 | 0 | . | -4 | -9 | -3 | 0 | 6 | -3
NC(=O)C1CCN(C(=O)COCc2cc(-c3ccc4c(c3)OCO4)on2)CC1 | -16 | -44 | -1 | -13 | -1 | 0 | 2 | 4 | -20 | -29 | 5
CCNC(=O)NC(=O)C(C)OC(=O)c1oc2ccccc2c1CSC1CCCCC1 (stereo not drawn) | 19 | -8 | -3 | 15 | 1 | 5 | 7 | 4 | -10 | -8 | -10
CCC(C)c1ccccc1N1CC(C(=O)N(C)CC(=O)Nc2cccc(F)c2)CC1=O (stereo not drawn) | -4 | -5 | 2 | -4 | -5 | 1 | -3 | 0 | -17 | 9 | 4
CCCCn1c(SCC(=O)OCC)nc2c1c(=O)[nH]c(=O)n2C | -19 | 1 | -5 | 22 | 23 | -12 | 1 | -13 | 4 | -10 | 3
Cc1ccc(-c2ccc(CCC(=O)O)n2NC(N)=S)cc1 | -1 | -13 | 4 | -6 | 5 | 2 | 0 | 3 | -8 | -1 | -15
